Assay outcomes deposited in PubChem by several laboratories.
MsrA inhibitor: inhibits bovine methionine sulfoxide reductase A; purified bovine MsrA, absorbance read-out; inhibition, % at 15.5 µM; 0.75% of 360,000 active; AID 651718; in the data active means inhibition above about 4.5%;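 further: 0% = vehicle wells with enzyme and 100% = reference inhibitor wells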
CSN deneddyl inh: inhibitors of human CSN-mediated cullin deneddylation | inhibition, % at 12.5 µM | Purified CSN, SCF-Nedd8-OG deneddylation, fluorescence polarization | 0.38% of 360,000 active | Q92905;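 active means pattern-corrected inhibition above about 35%, with an unprinted fluorescence ratio check between 0.5 and 1.5, limit read from the data, passing the limit was not always enough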;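 further: 0% = enzyme with substrate and 100% = substrate without enzyme; some results filed as inactive read as strong as hits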
Target sequence (Q92905 whole entry, looked up, one chain of several): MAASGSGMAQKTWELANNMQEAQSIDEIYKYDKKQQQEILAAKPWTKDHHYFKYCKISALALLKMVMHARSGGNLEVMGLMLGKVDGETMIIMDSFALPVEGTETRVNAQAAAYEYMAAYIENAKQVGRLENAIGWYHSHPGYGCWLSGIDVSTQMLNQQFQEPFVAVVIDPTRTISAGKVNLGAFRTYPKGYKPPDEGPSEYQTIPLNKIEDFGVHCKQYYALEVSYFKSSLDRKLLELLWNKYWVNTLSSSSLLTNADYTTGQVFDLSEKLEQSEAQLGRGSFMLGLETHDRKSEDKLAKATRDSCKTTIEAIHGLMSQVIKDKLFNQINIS
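Assay system: purified human Csn5 enzyme expressed in HEK293T cells; Input: 0.24 nM Csn5 enzyme, final concentration; Reagent: 10 nM SCFSkp2-Nedd8OG; Compound dosing: 12.5 µM single point; Times: reaction 90 min, room temperature; Technique: fluorescence polarization readout.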
MLLE-PAM2 inh: blocks PAM2 peptide binding to the PABP1 MLLE domain; P11940; GST-MLLE / FITC-PAM2 fluorescence polarization; 0.36% of 360,000 active; inhibition, % at 20 µM; in the data active means inhibition above about 35%, passing the limit was not always enough;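 further: plate controls were DMSO wells with GST-MLLE for no effect and wells lacking GST-MLLE protein for full effect; some results filed as inactive read as strong as hits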
Rin1 Abl inh: inhibitors of human Rin1-Abl protein interaction. P00519+Q13671. TR-FRET Rin1/Abl binding, biochemical. inhibition, % at 7.35 µM. 0.4% of 360,000 active. AID 588664; in the data active means inhibition above about 5%, passing the limit was not always enough
FAS TE block: inhibitors of human fatty acid synthase thioesterase domain; P49327; recombinant FAS-TE, OMFH fluorogenic substrate, fluorescence endpoint; inhibition, % at 15 µM; 0.67% of 360,000 active; AID 602261;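 active means compounds whose normalised, plate-corrected inhibition of enzyme fluorescence in the single-dose primary screen is 50% or more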;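 further: 0% = DMSO with enzyme and 100% = substrate without enzyme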
TbMetRS inhib: blocks T. brucei methionyl-tRNA synthetase activity; purified T. brucei MetRS, ATP depletion, Kinase-Glo luminescence; inhibition, % at 11.9 µM; 0.4% of 360,000 active; AID 624268;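 active means inhibition above a per-plate cutoff of the control wells' mean inhibition plus 3 SD, cut at about 5.5% in these data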;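 further: 0% = DMSO wells median and 100% = median of wells with control inhibitor compound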
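Material: T. brucei methionyl-tRNA synthetase, purified; reagent: substrates ATP, L-methionine and bulk Escherichia coli tRNA; dosing: 11.9 µM single point; timing: 15 min plus 2 h at 25 °C; detection: luminescence of leftover ATP; evaluation: % inhibition; control set: DMSO-only wells as low control; replicates: singlicate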
MsrA act: activates bovine MsrA enzyme; activation, % at 10.6 µM; AID 602163; 0.3% of 360,000 active; purified bovine MsrA, absorbance read-out; in the data active means activation above about 7.5%;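 further: 0% = vehicle and 100% = reference activator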
Neddyl block: cullin neddylation inhibition | P61081+Q13564 | TR-FRET cullin neddylation, biochemical | calls only at 25 µM | 0.58% of 360,000 active | AID 651699; in the data active means inhibition above about 36%
E coli Lon inh: inhibitors of E. coli Lon protease | P0A9M0 | purified E. coli Lon protease, fluorescence polarization | inhibition, % at 7.94 µM | 0.42% of 360,000 active | AID 602123; in the data active means inhibition above about 13%, passing the limit was not always enough;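 further: 0% = enzyme with probe and DMSO and 100% = no enzyme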
Target sequence (P0A9M0 whole entry, looked up): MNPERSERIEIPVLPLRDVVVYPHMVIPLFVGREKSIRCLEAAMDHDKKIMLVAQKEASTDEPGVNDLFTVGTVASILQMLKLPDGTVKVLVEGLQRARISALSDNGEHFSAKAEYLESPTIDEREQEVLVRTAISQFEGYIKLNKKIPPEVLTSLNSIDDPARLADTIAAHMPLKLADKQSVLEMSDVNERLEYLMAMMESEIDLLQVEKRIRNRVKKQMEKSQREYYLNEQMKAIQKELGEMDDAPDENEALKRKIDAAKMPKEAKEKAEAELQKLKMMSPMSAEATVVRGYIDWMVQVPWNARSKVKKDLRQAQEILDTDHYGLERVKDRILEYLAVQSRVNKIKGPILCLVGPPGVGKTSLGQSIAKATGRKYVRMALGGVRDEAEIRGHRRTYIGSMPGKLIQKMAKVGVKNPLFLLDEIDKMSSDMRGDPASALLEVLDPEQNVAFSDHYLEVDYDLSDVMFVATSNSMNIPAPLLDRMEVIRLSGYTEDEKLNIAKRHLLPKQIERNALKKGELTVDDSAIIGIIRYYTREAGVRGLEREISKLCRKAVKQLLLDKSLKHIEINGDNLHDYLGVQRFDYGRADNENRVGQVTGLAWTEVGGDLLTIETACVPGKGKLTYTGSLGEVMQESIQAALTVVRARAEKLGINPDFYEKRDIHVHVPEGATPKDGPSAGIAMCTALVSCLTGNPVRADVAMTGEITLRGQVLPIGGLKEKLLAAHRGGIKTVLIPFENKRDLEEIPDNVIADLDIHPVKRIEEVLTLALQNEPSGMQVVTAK
Starred values were filed as active, the others as inactive; i = inactive; . = no result given.

SMILES	MsrA inhibitor	CSN deneddyl inh	MLLE-PAM2 inh	Rin1 Abl inh	FAS TE block	TbMetRS inhib	MsrA act	Neddyl block	E coli Lon inh
CCn1cc(C(=O)O)c(=O)c2cc(F)c(N3CCN(S(=O)(=O)c4ccc(NC(=O)OC)cc4)CC3)cc21	0.9	-15	8	-3	-5	-0.4	-3	i	6
CNC(=O)c1[nH]cnc1C(=O)Nc1ccccc1	-0.3	-2	1	-1	-2	0.1	-2	i	-2
O=C(O)CC1(CC(=O)NCc2cccc(Cl)c2)CCCCC1	0.6	4	-2	-2	-2	-0.8	-3	i	-4
Cn1c(=O)cc(SCC(=O)N2CCN(Cc3ccc4c(c3)OCO4)CC2)c2ccccc21	0.1	-3	4	-39	7	-0.5	-3	i	3
CC(CCc1ccccn1)C(=O)c1ccccc1 (configuration not stated)	-1.5	-3	2	2	-3	0.3	-2	i	-7
COc1ccccc1C(=O)n1nc(-c2cccnc2)nc1NCc1ccccc1	-1.0	-4	-6	-3	17	-0.7	-10	i	2
COc1ccc(/C(O)=C2\C(=O)C(=O)N(CCN(C)C)C2c2cccc(OC)c2OC)cc1 (configuration not stated)	1.2	3	13	-1	-13	-0.2	-3	i	-1
CCC(C)(C)NC(=O)CN(Cc1cccs1)C(=O)CNS(=O)(=O)c1ccc(C)cc1	0.1	-1	-5	1	-8	-1.0	-6	i	-6
O=C(NNS(=O)(=O)c1ccc(F)cc1)c1ccccc1O	0.5	-2	3	-1	-2	-0.8	-2	i	-2
O=C(NCc1cccnc1)/C(=C/c1ccc([N+](=O)[O-])cc1)NC(=O)c1ccccc1	1.8	-3	-10	-3	27	-0.2	-2	i	-24
CCOc1ccc(NC(=O)CSc2nc3ccccc3c(=O)n2CCCC(=O)NCCCN2CCCC2=O)cc1	2.3	-3	10	4	-2	-0.5	-2	i	5
Cc1csc2nc(CNC(=O)c3cccc(C(F)(F)F)c3)cn12	0.6	4	-16	-3	-1	-0.3	3	i	3
O=C(Cn1cc(C(=O)c2ccco2)c2ccccc21)NCc1ccco1	2.0	5	1	-2	-1	0.0	1	i	-6
Cc1cccc(C)c1OCc1cc(C(=O)NCc2cn(C)nc2C)no1	-1.2	1	-8	0	0	0.0	-3	i	-1
Cc1ccc(C(=O)Nc2cccc(C(=O)N3CCOCC3)c2)cc1	0.9	2	12	-3	-7	-0.1	-5	i	-1
Cc1nc(-c2cccc(S(=O)(=O)N3CCOCC3)c2)cs1	0.4	0	25	3	0	-0.1	1	i	5
O=C(NCc1ccco1)C1CCCN(c2nnc(-n3cccc3)s2)C1 (configuration not stated)	-0.4	5	-3	0	-3	0.0	-6	i	6
O=C(COC(=O)c1ccc(Cl)c(S(=O)(=O)N2CCCCC2)c1)NCC1CCCCC1	0.0	-1	0	0	25	0.2	-1	i	-7
CCCc1nc(-c2cc3cc(C)ccc3[nH]c2=O)no1	0.0	5	-110	-2	-6	-0.7	-4	i	-8
CCn1c(O)c(N=NC(=O)CNC(=O)c2cccnc2)c2ccccc21	3.0	3	2	-12	-4	-0.2	-2	i	-10

Next section (4 carried over from the part before).
SMILES	MsrA inhibitor	CSN deneddyl inh	MLLE-PAM2 inh	Rin1 Abl inh	FAS TE block	TbMetRS inhib	MsrA act	Neddyl block	E coli Lon inh
O=C(NCc1ccco1)C1CCCN(c2nnc(-n3cccc3)s2)C1 (configuration not stated)	-0.4	5	-3	0	-3	0.0	-6	i	6
O=C(COC(=O)c1ccc(Cl)c(S(=O)(=O)N2CCCCC2)c1)NCC1CCCCC1	0.0	-1	0	0	25	0.2	-1	i	-7
CCCc1nc(-c2cc3cc(C)ccc3[nH]c2=O)no1	0.0	5	-110	-2	-6	-0.7	-4	i	-8
CCn1c(O)c(N=NC(=O)CNC(=O)c2cccnc2)c2ccccc21	3.0	3	2	-12	-4	-0.2	-2	i	-10
CCCCOC(=O)C1=C(C)NC(=O)NC1c1ccc([N+](=O)[O-])s1 (configuration not stated)	1.5	-9	2	-5	-8	-1.6	-13	i	-9
COc1ccc(CC(=O)NNC(=O)COc2ccc(F)cc2)cc1S(=O)(=O)N1CCOCC1	-0.6	-2	0	3	-8	-0.3	-4	i	-12
O=C(CCC(=O)Nc1cccc(C(F)(F)F)c1)NCC1CCCO1 (configuration not stated)	-0.8	3	-6	1	-3	-0.5	-3	i	-7
CC(C)CNC(=O)CSc1nnc(-c2ccccn2)n1Cc1ccccc1	-0.6	-7	-15	-3	2	-0.2	0	i	-21
CN(Cc1nc2ccccc2[nH]1)C(=O)C1CCC(=O)N(C2CCCC2)C1 (configuration not stated)	1.1	-1	-17	-3	-7	0.1	-1	i	-1
CCOC(=O)CC1ON(C)C(=O)N1c1ccc(Cl)cc1Cl (configuration not stated)	-1.0	0	2	7.0*	7	-0.6	-1	i	1
COCCn1c(SCC#N)nnc1-c1ccc([N+](=O)[O-])cc1	0.8	3	-2	-1	-5	-0.9	-1	i	-5
COc1ccc(-c2ccc(SCC(=O)NC3CCCC3)nn2)cc1OC	0.7	-2	1	-1	-6	-0.6	-3	i	4
C/C(O)=C/c1nc2ccccc2[nH]c1=O	2.2	0	-17	1	-6	-1.5	-11	i	-10
CC(=O)Nc1cc(NC(C)=O)cc(-c2nc3ccccc3[nH]2)c1	1.9	-8	-10	1	-8	0.8	-5	i	-8
O=C1/C(=C\c2cccc(O)c2)SC(=S)N1Cc1ccccc1	-0.7	3	13	0	14	-0.7	-4	i	8
OC(CNc1ncnc2sccc12)c1ccccc1 (configuration not stated)	0.6	-1	3	0	-3	0.1	-1	i	-3
Cc1ccc(-c2nnc(-c3ccc(Br)cc3)o2)o1	1.1	3	13	-7	1	-0.2	-5	i	6
O=C(NNC(=O)C1CCN(S(=O)(=O)c2ccccc2C(F)(F)F)CC1)c1ccccc1O	0.6	-3	9	-1	-3	-0.1	-3	.	-5
O=C(NCCCN1CCOCC1)c1cc(-c2ccc(Cl)cc2)on1	-0.4	-2	3	3	-8	-0.5	-2	i	-5
CCCCOn1c(C)c(C(C)=O)c2c3no[n+]([O-])c3ccc21	0.3	-4	-1	3	18	-0.3	-4	i	8
CC(=O)Nc1cc(S(=O)(=O)Nc2ccccc2)c(C)cc1C	0.4	3	-3	-2	-3	-1.6	-3	i	-6
COc1cccc(CCNc2ccc(N3C(=O)CC(C)C3=O)cc2[N+](=O)[O-])c1 (configuration not stated)	0.7	1	17	-11	-58	0.8	0	i	1
COc1ccc(NC(C)=O)cc1NC(C)C(=O)Nc1ccc(F)cc1 (configuration not stated)	-0.9	-1	-11	1	-6	0.6	-3	i	8
COc1cc2ccc(=O)oc2cc1O	0.7	-2	-13	-7	-2	0.9	-1	i	1
CC(C)OC(=O)N(C)C[C@H]1OCc2cnnn2CCCC(=O)N([C@H](C)CO)C[C@H]1C	1.0	-6	1	0	-8	-1.8	-12	i	-1
CC1CCN(C(=O)CSc2nc3c(c(=O)n(C)c(=O)n3C)n2C)CC1	-1.4	1	-2	2	-3	-0.7	-4	i	6
CCOc1ccc(-n2c(SCC(=O)Nc3ccc(OC)cc3OC)nc3c(c2=O)SCC3)cc1	-0.9	-2	0	-2	42	-0.6	-3	i	6
O=C(O)CCN=Cc1c(O)c2ccccc2oc1=O	2.5	1	8	2	-2	0.4	-3	i	6
Cc1ccc(S(=O)(=O)N/N=C\c2cc3c(cc2[N+](=O)[O-])OCO3)cc1	2.4	2	1	1	-1	-1.3	-7	i	-6
Cc1c(NC(=O)c2cccnc2C(=O)O)cccc1C(=O)O	1.4	-2	0	-4	-14	0.3	-3	i	-4
CCNC(=O)C(C)Oc1ccc(Cl)cc1Cl (configuration not stated)	0.5	-2	14	3	-3	-0.2	-1	i	-2
CCOc1ccc(CSC2=NCCN2)cc1Cl	0.9	5	-51	2	-5	-0.5	0	i	-4
CCOC(=O)C(=CNc1cc(C)ccc1[N+](=O)[O-])C(=O)OCC	0.9	4	0	2	3	-0.6	-3	i	-4
CCOC(=O)C1C2C=CC3(CN(C4CCCC4)C(=O)C13)O2 (configuration not stated)	1.9	-4	12	1	-8	0.1	1	i	-5
CSCCC(NC(=O)c1ccccc1Br)C(=O)NNC(=O)C1COc2ccccc2O1 (configuration not stated)	-0.9	-2	17	-4	-4	-0.2	-1	i	0
O=C(NC1CCCCCC1)C1Cc2ccccc2CN1C(=O)c1ccco1 (configuration not stated)	1.4	3	-11	2	-1	-0.1	-4	i	-14
Cc1cc(NC(=O)C(Cl)c2ccccc2)no1 (configuration not stated)	-0.6	0	-6	1	-5	-1.4	-11	i	8
COc1ccc(OC)c(Nc2cc(C)nc3nc(C)nn23)c1	0.5	-1	22	3	-4	0.3	-4	i	-5
Cc1ccc(S(=O)(=O)Nc2ccccc2)cc1[N+](=O)[O-]	-0.1	-2	2	3	3	-0.2	-1	i	2
CC1(C(=O)O)CCN1C(=O)c1cccnc1Oc1ccccc1 (configuration not stated)	1.5	-2	3	-1	-6	-0.1	2	i	-1
COc1ccc(NC(=S)N2CCN(C(c3ccccc3)c3ccccc3)CC2)cc1OC	-0.3	-10	-89	1	10	-0.3	-1	i	-1
OCCC1CN(Cc2ccccc2-c2ccco2)CCN1Cc1ccccc1 (configuration not stated)	1.4	-4	0	-1	0	1.5	-1	i	14
COC(=O)C1=C(C(=O)OC)[C@@H]2N(C)c3ccc(OC)cc3[C@@]23C[C@@H](C(=O)OC)N(C(=O)NC2CCCCC2)C3=N1	-0.2	-3	-10	-1	22	0.0	-3	i	5
CC(=O)Nc1nnc(SCC(=O)N2CCCc3ccccc32)s1	0.3	-4	-10	4	-2	0.0	-2	i	10

Reprinted at random: three compounds from above
SMILES	MsrA inhibitor	CSN deneddyl inh	MLLE-PAM2 inh	Rin1 Abl inh	FAS TE block	TbMetRS inhib	MsrA act	Neddyl block	E coli Lon inh
CCOc1ccc(-n2c(SCC(=O)Nc3ccc(OC)cc3OC)nc3c(c2=O)SCC3)cc1	-0.9	-2	0	-2	42	-0.6	-3	i	6
CCOc1ccc(CSC2=NCCN2)cc1Cl	0.9	5	-51	2	-5	-0.5	0	i	-4
CC(=O)Nc1nnc(SCC(=O)N2CCCc3ccccc32)s1	0.3	-4	-10	4	-2	0.0	-2	i	10

(cont.)
SMILES	MsrA inhibitor	CSN deneddyl inh	MLLE-PAM2 inh	Rin1 Abl inh	FAS TE block	TbMetRS inhib	MsrA act	Neddyl block	E coli Lon inh
CCOc1ccccc1C1N(c2ccc(F)cc2)C(=O)C2CCCN21 (configuration not stated)	0.1	3	8	1	-4	-0.5	-1	i	-1
Cc1ccccc1N(C(=O)c1ccco1)C(C(=O)NC1CCCC1)c1cccnc1 (configuration not stated)	-0.9	4	8	-1	-2	-0.4	-1	i	-1
CN(Cc1ccccc1)C(=O)c1nc[nH]c1C(=O)N1CCc2ccccc2C1	-1.4	-4	-9	5	-15	-0.2	-5	i	-4
COc1ccc(C(=O)C[C@@H]2OC[C@H](C)N2S(=O)(=O)c2ccc(C)cc2)cc1OC	0.2	-5	.	.	.	-0.7	.	i	.
O=C(Nc1nc(-c2nc3ccccc3s2)cs1)C1CC1	0.0	4	-2	-2	13	-0.3	-5	i	-12
Cc1cc(OC(=O)Cc2cccc3ccccc23)c([N+](=O)[O-])c(=O)[nH]1	1.6	-12	-4	-1	-12	-0.6	-4	i	2
Cn1nccc1NS(=O)(=O)c1ccc(C(C)(C)C)cc1	-1.0	2	8	-2	-3	0.1	-4	i	5
O=C(CCCCCNC(=O)N1CCn2c1nc1ccccc12)NCc1ccc(F)cc1	-0.2	0	-11	3	-4	-0.7	-6	i	-5
COc1ccccc1C(=O)COC(=O)C(CCSC)NC(=O)COc1ccccc1 (configuration not stated)	-0.8	3	-1	1	16	-0.2	-2	i	3
